Screening results from PubChem BioAssay.
SMARCA2 activ: SMARCA2 function activation, primary screen; MG213 cells, MMTV-luciferase reporter, dexamethasone, overnight; activation, % at 9.1 µM; 370,000 compounds, 1% hits; AID 652017; in the data active = activation above about 7.8%;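 also: 0% = vehicle wells and 100% = reference activator wells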
GC-B act: GC-B (human) receptor activation; HEK293-GC-B cells, CNP EC30, cGMP TR-FRET; 0% at EC30 CNP, 100% saturating CNP; 370,000 compounds, 0.11% hits; activation, % at 10 µM;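 active = activation at 10 µM reaching about 35% in either raw or pattern-adjusted values, limit read from the data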
ssDAF-12 act: S. stercoralis DAF-12 activation, primary screen. HEK293 ssDAF-12/GRIP1 lit1-tk-luc reporter, luminescence; % of 3 µM dafachronic acid response. activation, % at 6.8 µM. 370,000 compounds, 1% hits. AID 652126;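 active = activation above the mean over all tested compounds plus 3 SD, cut at about 0.9% in these data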;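 also: 0% = DMSO-only wells and 100% = 3 µM delta7-dafachronic acid wells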
FXN GAA850 act: frataxin GAA850 promoter activation; HEK293 lucGAA850 FXN promoter luciferase reporter, 24 h; percent of 10 µM SAHA response; activation, % at 6 µM; 360,000 compounds, 0.56% hits; AID 540364;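 active = activation above the average of all compounds screened plus 3 SD, cutoff fixed separately per campaign, cut at about 7.5% in these data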;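 also: 0% = DMSO wells and 100% = 10 µM SAHA wells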
GC-A act: GC-A (human) enzyme activation | P16066 | HEK293 GC-A cells, cGMP TR-FRET, EC30 ANP; 0% at EC30 ANP, 100% saturating ANP | activation, % at 10 µM | 370,000 compounds, 0.14% hits; in the data active = activation above about 40%
Target sequence (P16066 whole entry, looked up): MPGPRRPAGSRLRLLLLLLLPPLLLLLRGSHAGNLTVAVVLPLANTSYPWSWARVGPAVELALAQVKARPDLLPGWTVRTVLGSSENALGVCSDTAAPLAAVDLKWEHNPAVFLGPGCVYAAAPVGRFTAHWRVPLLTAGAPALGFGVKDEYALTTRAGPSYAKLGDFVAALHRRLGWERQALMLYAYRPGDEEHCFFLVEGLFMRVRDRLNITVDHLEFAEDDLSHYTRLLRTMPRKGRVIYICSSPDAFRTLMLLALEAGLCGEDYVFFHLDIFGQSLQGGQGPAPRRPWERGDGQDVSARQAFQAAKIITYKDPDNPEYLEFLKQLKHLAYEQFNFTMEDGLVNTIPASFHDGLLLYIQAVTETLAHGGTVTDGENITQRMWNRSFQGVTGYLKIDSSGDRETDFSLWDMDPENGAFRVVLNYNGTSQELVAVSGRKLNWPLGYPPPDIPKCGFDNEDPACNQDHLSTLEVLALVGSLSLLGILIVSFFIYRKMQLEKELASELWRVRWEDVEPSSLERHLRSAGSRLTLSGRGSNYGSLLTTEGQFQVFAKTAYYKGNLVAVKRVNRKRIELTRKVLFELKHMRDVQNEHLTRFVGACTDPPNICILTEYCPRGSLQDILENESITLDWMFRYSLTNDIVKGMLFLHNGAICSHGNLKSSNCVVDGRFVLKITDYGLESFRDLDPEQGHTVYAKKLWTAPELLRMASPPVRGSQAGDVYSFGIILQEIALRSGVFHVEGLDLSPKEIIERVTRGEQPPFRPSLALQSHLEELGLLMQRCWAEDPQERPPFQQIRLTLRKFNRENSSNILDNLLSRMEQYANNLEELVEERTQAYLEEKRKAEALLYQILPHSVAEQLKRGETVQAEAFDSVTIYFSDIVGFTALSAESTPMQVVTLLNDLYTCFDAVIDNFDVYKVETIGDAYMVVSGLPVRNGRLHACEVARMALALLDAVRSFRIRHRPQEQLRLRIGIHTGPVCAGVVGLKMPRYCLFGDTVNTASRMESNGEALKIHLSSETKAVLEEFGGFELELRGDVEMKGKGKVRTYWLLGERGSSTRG
sPLA2-III inh: Blocks human group III sPLA2 activity. inhibition, % at 12.2 µM. QFRET BODIPY PC-A2 liposome hydrolysis, fluorescence. 370,000 compounds, 0.56% hits;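 active = inhibition above mean plus 3 SD of compounds lying within the high and low control bounds, cut at about 19% in these data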;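 also: 0% = median of test compound wells and 100% = no enzyme DMSO wells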
DAX1 inh-1: blocks DAX1 repression of SF-1 activated StAR promoter; AID 652010; HEK293T StAR-luciferase reporter, SF-1/DAX-1 repression relief; 370,000 compounds, 1.1% hits; inhibition, % at 6.8 µM;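 active = inhibition above the mean over all tested compounds plus 3 SD, cut at about 3.6% in these data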;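 also: 0% = DAX-1 cells with DMSO and 100% = cells lacking DAX-1 with DMSO; higher inhibition means more luminescence from relief of DAX-1 repression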
hgDAF12 agonist: hgDAF-12 agonism, primary luciferase screen. HEK293 GAL4-hgDAF12 UAS-luciferase reporter, agonist luminescence; normalized to butyrate control. activation, % at 6.8 µM. 370,000 compounds, 1.8% hits;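 active = activation above a cutoff set at the mean of all screened compounds plus 3 SD, cut at about 10% in these data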;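 also: 0% = DMSO wells and 100% = sodium butyrate wells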
hcDAF12 agonist: H. contortus DAF-12 activation, primary screen; HEK293 hcDAF-12 lit1-tk-luc reporter, luminescence; 0% DMSO, 100% Δ7-dafachronic acid; activation, % at 6.8 µM; 370,000 compounds, 1.4% hits; AID 652067;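 active = activation above the mean of all tested compounds plus 3 SD, cut at about 5.5% in these data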;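 also: 100% = response to 3 µM Δ7-dafachronic acid high control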
ADAM10 inh: ADAM10 inhibition, QFRET primary screen. 370,000 compounds, 0.62% hits. inhibition, % at 7 µM. recombinant ADAM10, EDANS/DABCYL FRET peptide cleavage, 3 h. O14672. AID 720582;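 active = inhibition above a per-campaign cutoff equal to the mean of compounds falling between control-based bounds plus 3 SD, cut at about 20% in these data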;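 also: 0% = DMSO wells while the 100% control is not disclosed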
DAX1 inh-2: inhibits human nuclear receptor DAX1; P51843; HEK293 Gal4-DAX1 luciferase reporter, luminescence; inhibition, % at 6.75 µM; 340,000 compounds, 0.99% hits; AID 504766;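 active = inhibition above the mean over all tested compounds plus 3 SD, cut at about 4.2% in these data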;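 also: 0% = DAX1-transfected cells with DMSO and 100% = empty-vector control cells with DMSO; inhibition shows as a rise in luminescence from relieved DAX1 repression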
An asterisk follows results filed as active; . = no result given.

SMILES	SMARCA2 activ	GC-B act	ssDAF-12 act	FXN GAA850 act	GC-A act	sPLA2-III inh	DAX1 inh-1	hgDAF12 agonist	hcDAF12 agonist	ADAM10 inh	DAX1 inh-2
Cc1ccc(OCCn2c(C)c(/C=N/n3cnnc3)c3ccccc32)cc1	-0.4	-14.8	-0.9	0.8	-24.6	-18.9	-0.3	-2.1	-2.8	1.5	-0.1
O=c1nc(/C=C/c2cccn2-c2ccc([N+](=O)[O-])cc2)cc(C(F)(F)F)[nH]1	-1.8	-5.5	-1.3	3.6	-5.6	-3.4	1.4	-0.2	-1.2	-11.2	1.0
CN1C(=O)N(C)C2CC1N(C)C(=O)N2C	3.2	6.4	-1.9	-1.7	-0.4	-2.4	0.1	-3.1	-0.6	-1.2	1.1
Cc1ccc(NC(=O)[C@@H]2CCC(=O)N2C2OC(=O)c3ccccc32)cc1Cl (some centres undefined)	1.9	-3.5	-0.8	-3.0	-10.4	1.5	0.9	-2.5	-0.4	-15.2	2.5
O=C1Nc2ccc(Cl)cc2/C1=C/C1CC=CCC1 (centres undefined)	-4.1	-5.7	-1.1	5.2	2.1	-13.5	-0.2	2.9	1.0	-3.8	-0.6
CC(Sc1nnc(-c2ccccc2F)n1C1CC1)C(=O)NC(N)=O (centres undefined)	-2.9	0.8	-0.7	1.8	1.4	1.5	-0.4	-0.1	-1.0	-5.8	0.4
CC1CCN(C(=O)CCNS(=O)(=O)c2ccc3c(c2)c(=O)n(C)c(=O)n3C)CC1	-1.0	-2.2	-1.2	-0.1	1.4	0.8	0.4	0.3	-0.6	-7.3	-0.1
O=C(Oc1ccc2c(=O)c(Oc3ccc4ccccc4c3)coc2c1)c1cccnc1	0.4	-2.4	-0.7	-1.8	0.1	-18.8	0.5	0.1	1.3	-231.9	0.4
O=C(NC1CC1)C1=C[C@@H](c2ccc(C(F)(F)F)cc2)C[C@@H](OCc2ccc(CO)cc2)O1	-0.1	-2.4	-1.5	-0.9	1.1	-10.8	0.3	-0.4	-0.3	-5.3	0.3
CCCS(=O)(=O)N1CCC(Cc2ccc(OC)cc2)(C(=O)OCC)CC1	2.1	4.0	-0.2	0.0	-3.9	-0.6	-0.5	1.8	-0.9	1.2	0.2
CCOC(=O)c1c(-c2ccc(OC)cc2)nc2nonc2c1N	2.3	-0.8	-1.7	0.7	1.5	4.4	-0.4	-0.1	-0.5	3.5	0.1
CCN(Cc1cc2ccccc2[nH]c1=O)S(=O)(=O)c1ccc(OC)cc1	0.9	3.5	-1.2	-1.3	-3.0	0.0	-3.5	0.8	-2.2	-319.9	-0.9
Cc1ccc(S(=O)(=O)NC(=O)N2CCN(Cc3c(F)cccc3Cl)CC2)cc1	-2.6	4.6	-1.4	0.3	3.1	-4.8	0.3	-0.5	0.6	0.4	-1.7
Cn1ccnc1SCC(=O)Nc1cc(C(F)(F)F)ccc1N1CCOCC1	0.8	-2.1	-1.7	2.5	0.0	2.7	-1.0	0.3	-0.4	2.7	-0.6
CC(=O)N1CCCc2cc(S(=O)(=O)CCC(=O)N3CCN(c4ccccc4)CC3)ccc21	-1.7	6.7	-1.1	-2.1	0.8	-1.4	-0.9	-0.9	0.3	-6.1	1.0
CCOC(=O)C1(O)CC(C)=NN1C(=O)c1cccc(Cl)c1 (centres undefined)	-2.0	1.3	-0.5	2.6	-0.1	14.2	0.0	0.9	-0.8	-1.8	-0.3
CCOC(=O)N1CCN(c2nc(C)cc(C(F)(F)F)n2)CC1	-0.4	-3.6	-0.6	-1.1	3.1	3.1	-0.5	0.5	-1.4	-5.0	-1.2
COCCNC(=O)c1nc2ccccc2s1	1.5	-5.7	-0.6	4.4	1.1	1.8	0.9	1.8	4.8	-3.0	0.0
COc1ccc(CNC(=O)C/C(C)=N/NC(=O)COc2ccc(C)cc2Br)cc1	1.0	-9.8	-1.3	-0.8	-6.9	-10.3	0.7	5.2	-1.9	1.0	-1.2
O=C(Oc1ccc2ccc(OC(=O)N3CCOCC3)cc2c1)N1CCOCC1	1.6	-1.9	-1.2	-0.6	9.1	6.9	-0.4	0.9	-0.8	2.3	-0.3
Cc1cccc(Nc2nc(-c3ccc(F)cc3)cs2)n1	3.0	-9.8	2.8*	6.2	11.4	-2.8	2.9	15.8*	13.4*	6.9	9.3*
CC(C)(C)OC(=O)NNC(=O)c1cccs1	-3.6	1.6	-0.7	2.6	4.5	2.1	-0.3	2.4	0.0	-8.3	.
O=C(NC(=S)Nc1cccnc1)c1ccccc1	2.7	-0.7	-1.4	1.4	-1.7	6.4	0.3	9.5	3.1	8.9	0.4
Fc1ccc(N2CN(Cc3cccnc3)CNC2=S)cc1	0.8	-2.1	-0.9	2.3	4.0	9.5	0.8	1.1	-1.4	10.7	.
Cc1ccc(NS(=O)(=O)c2cc(C(=O)OCC(=O)NCC3CCCO3)ccc2C)cc1 (centres undefined)	-3.1	-3.4	-2.2	0.5	-0.8	-3.8	-0.2	1.1	-0.3	5.3	0.8
C/C(=C\C(=O)N1CCc2ccccc21)C(=O)O	-2.2	6.2	-0.1	-0.5	2.7	4.9	-0.5	0.7	2.9	2.4	4.3*
Cc1cc([N+](=O)[O-])nn1CC(=O)N(C)Cc1ccccc1	-0.2	1.2	-1.5	2.3	3.9	-2.2	-0.5	-2.0	-1.5	-1.0	-0.3
Cc1noc(C)c1C(=O)Nc1nc2ccc(S(C)(=O)=O)cc2s1	3.2	5.0	0.0	1.5	0.4	-0.6	2.7	7.0	1.2	-8.8	-0.4
O=C(NCC1CCOCC1)c1cccc2c(-c3cccnc3)coc12	-2.4	-3.1	-0.9	1.0	-2.6	7.5	-1.3	-4.0	-2.0	-6.9	.
Cc1c(N2C(=O)CSC23C(=O)Nc2ccccc23)c(=O)n(-c2ccccc2)n1C (centres undefined)	0.5	-2.0	-0.6	3.0	-1.6	-3.1	-0.1	1.2	4.2	0.8	1.5
CCOc1ccc(Cc2n[nH]c(=S)n2Cc2ccccc2)cc1	-0.4	7.2	-1.1	-1.0	0.7	7.1	-0.4	-0.1	-1.6	11.8	1.3
O=c1ccc(Cc2ccc(Cl)cc2)n[nH]1	-0.1	-0.1	-0.7	1.8	1.0	-2.6	-0.1	3.2	-1.4	-2.1	-2.3
CC(Oc1ccc(F)cc1)C(O)CCN(C)C (centres undefined)	4.9	1.5	-1.4	2.0	2.3	4.6	1.6	-0.8	0.3	-5.9	-0.6
CCc1nc2ccc(C(=O)NCc3ccc(OC)cc3)cn2c1N(C)C(=O)Cc1ccccc1	-4.2	-2.5	-0.8	-1.4	0.6	2.5	-1.2	-0.5	-0.8	-16.2	.
CS(=O)(=O)Cc1ccc(C(=O)N2CCN(C(=O)c3cccs3)CC2)cc1	0.0	1.7	-0.7	1.3	0.5	7.8	1.0	2.8	-0.3	-12.0	-0.5
CCc1nc2ccc(C(=O)N(C)CCN(C)C)cn2c1N(C)CCC(C)C	1.8	-2.4	-1.1	-1.3	-2.7	-0.4	0.7	1.2	1.6	-21.8	.
COc1ccccc1CC(=O)NNS(=O)(=O)c1ccc([N+](=O)[O-])cc1	-1.0	.	-0.6	-1.1	.	-2.7	-0.5	-1.6	-1.2	3.7	6.1*
COc1ccc(OC)c(C(c2nnnn2C(C)(C)C)N2CCc3ccccc3C2)c1 (centres undefined)	1.7	-17.1	-1.4	-3.0	-14.2	-7.9	-1.1	3.2	-1.3	6.1	-0.6
CCN1CCN(CCCNC(=O)CS(=O)(=O)Cc2nc(-c3ccccc3C)oc2C)CC1	-3.6	8.1	-1.2	0.9	0.5	2.7	-0.1	-0.4	-0.8	-0.4	1.1
CCC(C)c1ccc(O)c(N)c1 (centres undefined)	-0.1	2.5	-0.2	4.4	0.1	-8.7	-0.5	-2.6	-0.3	2.2	0.4
CC(Nc1nc(-c2ccc(F)cc2)cs1)c1nc2cc(Cl)c(N3CCCCC3)cc2n1CCOCCO (centres undefined)	0.9	-3.0	-1.3	0.8	-0.5	-24.4	0.0	1.8	0.3	14.8	-0.2
CCN(CC(=O)Nc1ccc(NC(C)=O)cc1)C(=O)CSCc1c(C)noc1C	-2.2	5.4	-0.7	0.4	-0.2	5.6	-0.6	-0.9	0.0	-6.5	-0.4
CN(Cc1cc(Cl)cc(Cl)c1)[C@H]1C[C@H]2c3[nH]c4ccccc4c3CCN2C(=O)[C@H]1CO	-0.6	1.2	-0.7	1.2	-3.5	-21.9	0.0	-3.6	1.2	-103.4	1.8
O=C(O)c1ccc(-c2nnc(-c3ccccc3)o2)cc1	4.6	0.3	1.0*	4.8	-2.2	-4.5	1.2	8.2	4.8	9.2	1.7
COc1ccc(S(=O)(=O)N2CC(C(=O)O)Oc3ccc(Cl)cc32)cc1 (centres undefined)	-2.1	-2.8	-1.0	-1.0	2.5	-13.1	0.3	4.6	-0.3	-5.5	0.9
CN1/C(=C/C(=O)CSc2ccccc2C(=O)O)C(C)(C)c2ccccc21	-7.2	-1.5	-1.7	-0.6	3.3	4.1	0.0	-2.5	-3.1	-60.2	0.5
Cc1cc(C)n(CCC(=O)N/N=C/c2ccc(O)cc2)n1	4.0	2.1	-1.1	-0.6	-4.5	-1.4	-0.5	1.4	-1.5	-6.8	0.6
c1ccc(C2=NNC(=NCc3ccc4c(c3)OCO4)SC2)cc1	-1.8	1.3	-1.6	2.3	3.6	0.1	0.5	2.8	0.0	-11.5	-1.5
Cc1ccc(C(=O)Nc2cccc(C(O)c3ccccc3)c2)cc1 (centres undefined)	-2.8	-5.4	-1.8	-0.6	0.1	-7.9	-0.3	1.4	-1.0	-2.3	-1.1
Cc1ccc(S(=O)(=O)c2nc(S(C)(=O)=O)sc2N2CCOCC2)cc1	-1.3	3.7	-0.9	-0.3	0.5	-1.6	-0.2	1.9	0.0	8.1	-0.4
CC(C)C(c1nnnn1Cc1ccccc1)N(CCCO)Cc1cc2cc3c(cc2[nH]c1=O)OCO3 (centres undefined)	-0.6	-3.1	-1.1	2.8	-8.3	-13.4	0.0	-2.5	-1.5	-93.3	-1.2
Cc1ccc(CNc2cc(C(=O)O)ccc2C)s1	1.8	2.7	-1.2	-1.5	4.5	-1.1	-0.2	5.8	-0.2	-38.4	1.4
CCC(CC)Nc1ccc(C(CC(N)=O)NC(=O)Cc2ccc(Br)cc2)cc1[N+](=O)[O-] (centres undefined)	0.0	0.6	-1.3	-1.0	-0.1	5.1	-0.2	1.9	-0.7	-3.9	0.4

Random excerpt: three compounds from above, in no set order.
SMILES	SMARCA2 activ	GC-B act	ssDAF-12 act	FXN GAA850 act	GC-A act	sPLA2-III inh	DAX1 inh-1	hgDAF12 agonist	hcDAF12 agonist	ADAM10 inh	DAX1 inh-2
O=C(O)c1ccc(-c2nnc(-c3ccccc3)o2)cc1	4.6	0.3	1.0*	4.8	-2.2	-4.5	1.2	8.2	4.8	9.2	1.7
CN(Cc1cc(Cl)cc(Cl)c1)[C@H]1C[C@H]2c3[nH]c4ccccc4c3CCN2C(=O)[C@H]1CO	-0.6	1.2	-0.7	1.2	-3.5	-21.9	0.0	-3.6	1.2	-103.4	1.8
c1ccc(C2=NNC(=NCc3ccc4c(c3)OCO4)SC2)cc1	-1.8	1.3	-1.6	2.3	3.6	0.1	0.5	2.8	0.0	-11.5	-1.5
